Screens from PubChem.
APEX1 inh = inhibitors of human APE1 endonuclease | P27695 | recombinant APE1, TAMRA/BHQ-2 abasic DNA cleavage fluorescence | Potency, µM (highest dose often 65.8 µM), without a hit: at the highest dose activity change, negative = inhibition, usual class: inhibitors | 350,000 tested, 0.35% active;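 note: plate controls were vehicle for no effect and reference inhibitor for full effect; nearly all actives have a fitted effect of over 55% in size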
Target sequence (P27695 whole entry, looked up): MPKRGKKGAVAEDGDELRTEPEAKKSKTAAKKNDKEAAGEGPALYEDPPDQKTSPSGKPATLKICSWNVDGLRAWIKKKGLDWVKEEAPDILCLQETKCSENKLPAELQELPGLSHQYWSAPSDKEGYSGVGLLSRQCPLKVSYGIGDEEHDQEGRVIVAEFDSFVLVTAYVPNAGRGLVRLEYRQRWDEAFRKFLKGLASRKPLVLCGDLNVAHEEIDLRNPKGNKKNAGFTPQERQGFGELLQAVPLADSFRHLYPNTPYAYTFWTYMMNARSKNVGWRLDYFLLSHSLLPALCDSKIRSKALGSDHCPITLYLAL
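Quantitative HTS: incision of a TAMRA/BHQ-2 double-stranded substrate bearing a tetrahydrofuran abasic site by 0.75 nM APE1 raises fluorescence. Substrate 50 nM final, added after 15 min compound preincubation at room temperature; progress as third-minus-first kinetic read difference.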
BLM helicase inh = blocks DNA unwinding by human BLM helicase. 350,000 tested, 0.2% active. recombinant BLM DNA unwinding, fluorescence dequenching. P54132. Potency, µM (doses to about 56.1 µM), for the others: top-dose activity change, negative = inhibition, most hits filed as inhibitors;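 note: plate controls were vehicle for no effect and no enzyme for full effect; nearly all actives have a fitted effect of over 35% in size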
POLK inh = blocks human DNA polymerase kappa activity; Q9UBT6; purified Pol kappa, fluorescent DNA synthesis assay, 10 min; Potency, µM (titrated, usually from 107 µM), for the others: at the top dose activity, negative = inhibition, usual class: inhibitors; 400,000 tested, 0.53% active; note: % is set by controls: 0 for no effect and ±100 for the full control effect
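10 nM Pol kappa preincubated 15 min at room temperature with compounds, then reaction started with substrate at 50 nM final. Fluorescence read kinetically at 0 and 10 min; buffer-only wells served as negative control.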
Pol beta inh = DNA polymerase beta (human) inhibition; Pol beta primer extension/strand displacement, fluorescence kinetic; Potency, µM (titrated, usually from 114 µM), for inactives: at the top dose activity change, negative = inhibition, most hits filed as inhibitors; 340,000 tested, 1.3% active; note: % is set by controls: 0 for no effect and ±100 for the full control effect
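Reaction started by 50 nM substrate onto compound-treated Pol beta (10 nM, 15 min preincubation, room temperature); plates read at 0 min and 10 min. Normalized concentration-effect data fitted by four-parameter Hill equation.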
BAZ2B inh = inhibitors of human BAZ2B bromodomain | Q9UIF8 | Potency, µM (series often up to 114 µM), for inactives: top-dose activity change, negative = inhibition, actives largely listed as inhibitors | 360,000 tested, 4.4% active | AlphaScreen BAZ2B-H3K14Ac peptide displacement; note: % is set by controls: 0 for no effect and ±100 for the full control effect; nearly all actives have a fitted effect of over 60% in size
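Compounds, titrated to a top concentration of 110 uM, were incubated 30 min at room temperature with preformed BAZ2B/acetyl-K14 H3 peptide complex (50 nM each). Proximity signal was measured by AlphaScreen after 20 min with beads.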
Pol iota inh = blocks human DNA polymerase iota activity; Q9UNA4; Pol iota fluorescent replication assay, 10 min; 390,000 tested, 1% active; Potency, µM (highest dose often 115 µM), without a hit: top-dose activity, negative = inhibition, hits mostly inhibitors
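Fluorescent replication assay read twice, at 0 min and 10 min after adding 50 nM (final) substrate. Enzyme (10 nM) and compounds were first incubated 15 min at room temperature; enzyme-free buffer wells were negative controls.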
G9a inh = inhibitors of human histone lysine methyltransferase G9a; 350,000 tested, 8.8% active; G9a H3K9 monomethylation, AlphaScreen, 2 h; Q96KQ7; AID 504332; Potency, µM (series often up to 102 µM), inactives show top-dose activity, negative = inhibition, hits mostly inhibitors; note: % is set by controls: 0 for no effect and ±100 for the full control effect; nearly all actives have a fitted effect of over 75% in size
Target sequence (Q96KQ7 913-1193 limits assumed): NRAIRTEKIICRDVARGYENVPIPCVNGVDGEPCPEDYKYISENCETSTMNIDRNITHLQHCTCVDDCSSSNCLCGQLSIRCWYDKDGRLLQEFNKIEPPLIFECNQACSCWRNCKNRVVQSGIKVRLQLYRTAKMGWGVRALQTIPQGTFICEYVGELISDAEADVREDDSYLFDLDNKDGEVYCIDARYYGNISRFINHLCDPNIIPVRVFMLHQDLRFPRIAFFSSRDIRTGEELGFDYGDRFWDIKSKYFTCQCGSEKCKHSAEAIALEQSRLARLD
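AlphaScreen detection with an anti-monomethyl H3K9 antibody quantified product after a 2 h room-temperature reaction containing 500 nM biotinylated H3K9 peptide, 20 µM SAM and 20 nM enzyme, which had been preincubated 15 min with compound.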
POLH inh = inhibitors of human DNA polymerase eta; 390,000 tested, 1.2% active; recombinant Pol eta, fluorescent DNA replication assay; Potency, µM (series often up to 114 µM), for the others: at the highest dose activity change, negative = inhibition, actives largely listed as inhibitors; note: % is set by controls: 0 for no effect and ±100 for the full control effect
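Pol eta at 10 nM preincubated with compounds 15 min at room temperature; reaction started with fluorescent substrate (50 nM final) and read kinetically at 0 and 10 min.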
Apoferritin bind = binds horse apoferritin like a general anesthetic | apoferritin/1-aminoanthracene competitive binding, fluorescence | Potency, µM (doses to about 77.5 µM), for the others: top-dose activity change, negative = displacement, actives largely listed as inhibitors | 350,000 tested, 0.074% active; note: % is set by controls: 0 for no effect and ±100 for the full control effect; nearly all actives have a fitted effect of over 20% in size
Target sequence (P02791 2-175 limits assumed): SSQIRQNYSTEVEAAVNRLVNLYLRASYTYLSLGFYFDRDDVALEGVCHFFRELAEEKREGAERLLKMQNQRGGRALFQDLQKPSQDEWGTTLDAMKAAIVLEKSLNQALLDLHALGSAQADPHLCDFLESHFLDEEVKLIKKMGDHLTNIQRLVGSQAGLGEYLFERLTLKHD
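Horse-spleen apoferritin (10 uM) was mixed with 50% saturated 1-aminoanthracene in PBS, exposed to compounds for 10 min at room temperature, and read for fluorescence (ex 380 nm, em 535 nm). Competitive displacement was fitted with a four-parameter Hill equation.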
Numbers without * were called inactive; ? = inconclusive; · = not tested or not shown; & = joins results of further samples; [ ] = dose if it differs, or a comment. Calls come from the whole dose curve; as a rule, active = well fitted curve in the direction sought with a large enough effect; inconclusive = small, poorly fitted or top-dose-only effect, or another doubt; inactive = no such curve, though single readings can be large; an effect the other way counts as inactive or inconclusive. Potency is the fitted concentration of half-maximal effect.

Order of values – APEX1 inh	BLM helicase inh	Apoferritin bind	Pol beta inh	POLH inh	BAZ2B inh	Pol iota inh	POLK inh	G9a inh
(1) COc1ccc(C(=O)CCc2ccccc2)cc1
    6%	-7%	0%	-7%	-19%	101%[activator]	-9%	-27%	136%[activator]
(2) c1cncc(-c2nc3ccccc3o2)c1
    -11%	15%	-9%	8%	-4%	-14%	4%	3%	6%
(3) Cc1ccc(CNC(=O)c2cc(=O)c3cc(C)ccc3o2)cc1
    -3%	-6%&-5%	-5%&-3%	?	-3%&-1%	?	43%&-3%[activator]	1%&-7%	?
(4) COc1cc(C(=O)N2CCN(c3ccccc3OC)CC2)c([N+](=O)[O-])cc1OC
    8%	-5%	-7%	26%	5%	0%	95%[activator]	-8%	6%[0.501 µM]
(5) CCOC(=O)CNC(=O)c1cn(CC(C)C)c(=O)c2cc(OC)c(OC)cc12
    4%	4%	0%	27%	10%	10%	31%[activator]	-23%	-10%[59 µM]
(6) Cc1cc(C)n(-c2nc3c(c(=O)n(C)c(=O)n3C)n2CCO)n1
    -6%	-2%	-7%	16%	-12%	1%	155%[activator]	-8%	8%
(7) COc1cccc(CCC(=O)N2CCC(n3nccc3NC(=O)C3CCOC3)CC2)c1 (centres undefined)
    -4%	1%	0%	3%	-12%	1%	14%	-15%	·
(8) COc1ccc(C2CC(=O)C(C=NCCO)=C(O)C2)cc1OC (centres undefined)
    1%	-4%	-2%	0%	0%	-2%	7%	-15%	27%[12.7 µM]
(9) c1ccc2c(c1)c1c3n2CCNC3CCC1 (centres undefined)
    4%	-1%	3%	1%	-13%	-33%	-12%	-9%	?
(10) C(=N\c1nccs1)/c1cccnc1
    0%	4%	-4%	32%	4%	-6%	11%	-3%	20%[59 µM]
(11) COc1ccc(-n2c(CN3CCN(c4ccccn4)CC3)nc3ccc([N+](=O)[O-])cc3c2=O)c(OC)c1
    1%	-13%	-20%	-2%	-18%	?	26%	-4%	32µM*
(12) N#Cc1c(N)nc(SCC(=O)C23CC4CC(CC(C4)C2)C3)c(C#N)c1-c1ccc(Cl)cc1
    2%	-7%	-9%	2%	-10%	0%	14%	-20%	?
(13) N#CCC(=O)Nc1ccc(C(=O)Nc2cccnc2)cc1
    1%	-4%	-4%	2%	2%	-11%	12%	-9%	-1%
(14) Oc1ccc2oc3c(c2c1/C=N/n1cnnc1)CCCC3
    -4%	2%	-10%	-1%	?	·	31%[activator]	3%	?
(15) O=C(COC(=O)c1ccc[n+]([O-])c1)Nc1ccc(Cl)cc1[N+](=O)[O-]
    -6%	·	·	·	-4%	-34%	-4%	-11%	22%[2.33 µM]
(16) COc1ccc(NC(=S)N2CCN(c3ncccn3)CC2)cc1
    -2%	-1%	-1%	1%	-12%	-17%	29%	-12%	-1%
(17) Cc1cc(F)ccc1S(=O)(=O)Nc1ccc(O)c(Sc2ncn[nH]2)c1
    -11%	1%	-13%	?	0%	-1%	?	-10%	40µM*
(18) NS(=O)(=O)c1cccc(NC(=O)CSc2nc3ccccc3c(=O)n2CC2CCCO2)c1 (centres undefined)
    11%	·	·	·	-24%	2%	19%	2%	?
(19) CN(Cc1cn(Cc2ccccc2)nc1-c1ccc2c(c1)OCO2)Cc1nccn1C
    1%	1%	-13%	90%	-19%	-39%	28%	2%	-6%
(20) Cc1nn(C)c(C)c1CN(C)C(=O)C1c2ccccc2Oc2ccccc21
    1%	-8%	-12%	44%	9%	1%	11%	-1%	-11%[59 µM]
(21) Cc1cccc(NC(=O)CN(C)C(C)C(=O)Nc2ccc(S(=O)(=O)N3CCCC3)cc2)c1C (centres undefined)
    1%	·	·	·	-13%	14%	21%	-28%	-6%
(22) Cc1c(NC(=O)C(C)Sc2ccc3ccccc3n2)c(=O)n(-c2ccccc2)n1C (centres undefined)
    0%	1%	-17%	-20%	-13%	-4%	13%	2%	4%[12.7 µM]
(23) Cc1nn2c(=O)c(NC(=O)c3ccc(Cl)cc3)cnc2s1
    1%	-2%	0%	-4%	-2%	11%	-2%	-13%	-32%
(24) CCNc1ccc(C(=O)OCC(=O)N(Cc2ccccc2)C(C)(C)C)cc1[N+](=O)[O-]
    2%	-3%	-11%	?	-9%	-30%	-5%	7%	89µM*
(25) CC(C)CC(=O)Nc1nnc(S(=O)(=O)N2CCCCCC2)s1
    33%	-3%&-2%	0%&0%	43%&-1%	-9%&-11%	-2%&-20%	-11%&12%	-5%&10%	-10%
(26) COc1cc(-c2nnc(SCC3(c4ccc(Br)cc4)OCCO3)o2)cc(OC)c1OC
    10%	-5%	-12%	19%	-16%	-4%	11%	-4%	-19%[12.7 µM]
(27) CCCN1CCN(C2CCCCC2NS(=O)(=O)c2ccccc2)CC1 (centres undefined)
    79%[activator]	0%	-6%	15%	-11%	-12%	22%	-11%	8%
(28) CC(=O)N/C(=C\c1ccccc1)C(=O)OCc1ccccc1
    -4%	-1%	-9%	7%	-17%	5%	26%	7%	·
(29) CC(C)(C)OC(=O)CC[C@@H](C(=O)N1CCN(C(=O)OC(C)(C)C)CC1)n1cc(C(CO)NC(=O)OC(C)(C)C)nn1 (some centres undefined)
    2%	-1%	-12%	-7%	-22%	-22%	0%	9%	7%[59 µM]
(30) CC12CCC(=O)N1C(C(=O)Nc1nc(-c3ccc(F)c(F)c3)cs1)CS2 (centres undefined)
    -9%	·	·	·	-2%	2%	17%	-4%	-24%[2.33 µM]

Complete entries from above. Order of values: APEX1 inh, BLM helicase inh, Apoferritin bind, Pol beta inh, POLH inh, BAZ2B inh, Pol iota inh, POLK inh, G9a inh
COc1ccc(C(=O)CCc2ccccc2)cc1 as listed: 6%, -7%, 0%, -7%, -19%, 101%[activator], -9%, -27%, 136%[activator]
c1cncc(-c2nc3ccccc3o2)c1 as listed: -11%, 15%, -9%, 8%, -4%, -14%, 4%, 3%, 6%
CCOC(=O)CNC(=O)c1cn(CC(C)C)c(=O)c2cc(OC)c(OC)cc12 as listed: 4%, 4%, 0%, 27%, 10%, 10%, 31%[activator], -23%, -10%[59 µM]
CCNc1ccc(C(=O)OCC(=O)N(Cc2ccccc2)C(C)(C)C)cc1[N+](=O)[O-] as listed: 2%, -3%, -11%, ?, -9%, -30%, -5%, 7%, 89µM*

Further records
Order of values – APEX1 inh	BLM helicase inh	Apoferritin bind	Pol beta inh	POLH inh	BAZ2B inh	Pol iota inh	POLK inh	G9a inh
(31) O=C(O)c1ccc2c(c1)ncn2C1CCCCC1
    0%	4%	0%	0%	14%	-5%	20%	-1%	22%[59 µM]
(32) Cc1ccc2c(c1)C=CC(C#N)N2C(=O)c1ccccc1 (centres undefined)
    2%	-4%	-10%	25%	-11%	2%	48%[activator]	-11%	3%[59 µM]
(33) N#C/C(=C\c1ccc(Sc2ccc(Cl)cc2)o1)c1nc2ccccc2[nH]1
    3%	-12%	-7%	16µM*	?	?	?	-8%	?
(34) Cc1ccc(S(=O)(=O)Cn2nnnc2CN2CCOCC2)cc1
    7%	-1%	-6%	4%	3%	-34%	18%	-7%[60.1 µM]	-10%[59 µM]
(35) COC(=O)CCC(=O)NC1CC(C)(C)Cc2c1cnn2-c1ccccc1 (centres undefined)
    25%	-2%	-3%	3%	7%	-4%	17%	-1%	46%
(36) O=C(Cc1ccccc1)NN1C(=O)C2C3C=CC(C3)C2C1=O (centres undefined)
    2%	-2%	-7%	20%	-4%	-2%	17%	-1%	26%[59 µM]
(37) O=C(Cc1sc(-c2ccccc2Cl)nc1-c1ccccc1)Nc1ccccc1
    0%	1%	-11%	-23%	-6%	3%	-1%	-12%	-17%
(38) O=C(CCS(=O)(=O)c1cc(Br)cc2c1N(C(=O)C1CC1)CC2)Nc1ccc(C(F)(F)F)cc1
    ·	1%	-3%	4%	2%	-4%	?	2%	-24%[59 µM]
(39) Cc1ccc(NC(=O)CN2C(=O)C(c3ccccc3)=NC2(C)C)cc1C
    ·	-3%	-16%	2%	·	0%	41%[activator]	-12%	4%[59 µM]
(40) C[C@H](NC(=O)c1ccco1)C(=O)Nc1ccc(S(=O)(=O)N2CCCC2)cc1
    6%	-2%	-15%	2%	-5%	10%	-2%	-4%	16%
(41) CN1CCN(S(=O)(=O)c2ccc(NC(=O)C3CCCCC3)cc2)CC1
    4%	4%	?	2%	-10%	3%	11%	-6%	-2%[59 µM]
(42) CCOC(=O)C1CCCN(S(=O)(=O)c2cn(C)c(=O)n(C)c2=O)C1 (centres undefined)
    2%	0%	-4%	0%	-5%	10%	17%	0%	2%
(43) Cc1c(=O)n(OCc2ccccc2F)c2ccccc2[n+]1[O-]
    -4%	3%	-5%	-28%	3%	1%	5%	-2%	-29%[12.7 µM]
(44) Cc1ccc(OCCNS(=O)(=O)c2ccc(N3CCCC3=O)cc2)cc1C
    -2%	-23%	-13%	52%	-5%	7%	?	-15%	-4%[59 µM]
(45) O=S(=O)(c1cccc2nonc12)N1CCN(c2cccc(Cl)c2)CC1
    12%	-4%	-19%	34%	-20%	50µM*	-7%	-7%	-9%[12.7 µM]
(46) O=C(CSc1nnc(NC(=O)c2cccc(Cl)c2)s1)NCC1CCCO1 (centres undefined)
    28%	0%	-3%	1%	-24%	-12%	19%	-11%	?
(47) COc1ccc(Nc2nc(Cl)c(C=O)s2)cc1
    0%	-7%	?	10%	·	15%	·	·	-1%
(48) Cc1ccc(/C=C(\C#N)C(=O)NC(C)C)o1
    -1%	0%	-14%	2%	4%	-4%	24%	-12%	5%
(49) O=C(c1ccccc1)N1CCSC1=S
    14%	0%	-23%	12%	1%	-3%	9%	-4%	6%[0.0925 µM]
(50) N/C(=N\OC(=O)C1CCCCC1)c1cccnc1
    -1%	1%	?	5%	-5%	5%	13%	-18%	0%[59 µM]
(51) COc1cc2c(C(=O)NCCN(C)C)cn(CC(C)C)c(=O)c2cc1OC
    1%	3%	-9%	3%	?	-2%	36%[activator]	-2%	0%

Not all compounds are listed. The share of hits here may be higher or lower than overall.
